Bioassay records deposited in PubChem BioAssay by several laboratories.
BoNT F protease = BoNT F light chain protease inhibition; Multiplex microsphere protease cleavage assay, flow cytometry; inhibition, % at 10 µM; 360,000 compounds, 0.22% hits; in the data active = inhibition above about 35%, passing the limit was not always enough; inconclusive = no clear call, values can overlap the other calls; note: plate controls were buffer without enzyme for full effect and enzyme alone for no effect
MazEF act = activators of E. coli MazEF toxin-antitoxin RNase; activation, % at 20 µM; FAM/BHQ RNA-DNA oligo cleavage fluorescence, 5 h; 350,000 compounds, 0.32% hits; P0AE70; in the data active = activation above about 50%
Target sequence (P0AE70 whole entry, looked up): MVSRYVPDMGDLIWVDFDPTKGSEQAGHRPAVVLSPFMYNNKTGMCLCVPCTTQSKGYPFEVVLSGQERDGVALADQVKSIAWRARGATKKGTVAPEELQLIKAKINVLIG
SSB-PriA inh = K. pneumoniae PriA-SSBct interaction inhibition | AlphaScreen SSBct-PriA binding, biotinylated peptide | inhibition, % at 33 µM | 430,000 compounds, 0.6% hits; in the data active = inhibition mostly above about 37%, no sharp cut-off; inactive = mostly below about 20%;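 note: plate controls were negative control peptide for no effect and reference peptide for full effect; strong numbers were not always called active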
Rv3671c protease = inhibits the M. tuberculosis serine protease Rv3671c. P9WHR9. inhibition, % at 5.96 µM. 320,000 compounds, 0.048% hits. AID 2606; in the data active = inhibition above about 38%;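 note: extracellular domain of Rv3671c used as enzyme; 0% = enzyme with DMSO and 100% = no enzyme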
CCHFV vOTU inh = blocks the CCHF virus ovarian tumor domain protease | CCHFV vOTU protease, Pep-AMC fluorescence | inhibition, % at 11.5 µM | 370,000 compounds, 0.55% hits; in the data active = inhibition above about 30%; note: 0% = vehicle wells with enzyme and 100% = no enzyme wells
BoNT-A LC inh2 = blocks Botulinum neurotoxin A light chain protease. multiplex microsphere protease substrate cleavage, flow cytometry. inhibition, % at 10 µM. 360,000 compounds, 0.17% hits. AID 588499; note: plate controls were buffer without enzyme for full effect and enzyme alone for no effect
Anthrax LF inh2 = anthrax lethal factor protease inhibition | multiplex microsphere protease cleavage assay, LF | inhibition, % at 10 µM | 360,000 compounds, 0.12% hits; note: plate controls were buffer without enzyme for full effect and enzyme alone for no effect
Target sequence (P15917 whole entry, looked up): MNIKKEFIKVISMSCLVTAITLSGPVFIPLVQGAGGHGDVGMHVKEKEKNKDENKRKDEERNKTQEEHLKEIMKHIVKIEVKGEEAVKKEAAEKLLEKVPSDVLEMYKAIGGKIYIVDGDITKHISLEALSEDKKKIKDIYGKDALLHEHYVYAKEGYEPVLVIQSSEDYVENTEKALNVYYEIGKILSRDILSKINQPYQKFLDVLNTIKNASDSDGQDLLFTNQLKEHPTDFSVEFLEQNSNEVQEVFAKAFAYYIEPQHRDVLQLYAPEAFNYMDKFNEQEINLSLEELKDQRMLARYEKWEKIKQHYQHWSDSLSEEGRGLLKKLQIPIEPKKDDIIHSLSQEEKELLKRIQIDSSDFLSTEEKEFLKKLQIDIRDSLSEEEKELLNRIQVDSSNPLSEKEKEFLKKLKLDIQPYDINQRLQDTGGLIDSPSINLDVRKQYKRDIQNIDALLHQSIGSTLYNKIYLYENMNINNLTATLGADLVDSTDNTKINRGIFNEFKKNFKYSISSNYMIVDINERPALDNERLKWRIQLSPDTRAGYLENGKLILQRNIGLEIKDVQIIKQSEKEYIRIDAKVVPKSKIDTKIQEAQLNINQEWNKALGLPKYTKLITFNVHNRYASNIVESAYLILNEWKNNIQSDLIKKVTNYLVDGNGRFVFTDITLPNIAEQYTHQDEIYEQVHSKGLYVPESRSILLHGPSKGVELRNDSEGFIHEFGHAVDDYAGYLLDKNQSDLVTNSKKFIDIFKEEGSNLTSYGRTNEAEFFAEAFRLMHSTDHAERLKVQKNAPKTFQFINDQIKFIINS
SARS 3CLpro inh = SARS-CoV 3CLpro protease inhibition | recombinant SARS-CoV 3CLpro, quenched FRET peptide cleavage | 290,000 compounds, 0.14% hits | inhibition, % at 6 µM | AID 1706; in the data active = inhibition above about 12%
PrPC TRFRET = cell surface PrPC inhibition, primary TR-FRET screen; TR-FRET read-out; inhibition, % at 13.8 µM; 370,000 compounds, 0.43% hits; in the data active = inhibition above about 24%; note: 0% = median of the test wells and 100% = reference compound wells
VHR inh abs = blocks human VHR1 dual specificity phosphatase | AID 1654 | P51452 | inhibition, % at 13.3 µM | 290,000 compounds, 0.52% hits | recombinant VHR phosphatase, pNPP absorbance; in the data active = inhibition above about 50%; note: some compounds called inactive have numbers as strong as hits
Target sequence (P51452 whole entry, looked up): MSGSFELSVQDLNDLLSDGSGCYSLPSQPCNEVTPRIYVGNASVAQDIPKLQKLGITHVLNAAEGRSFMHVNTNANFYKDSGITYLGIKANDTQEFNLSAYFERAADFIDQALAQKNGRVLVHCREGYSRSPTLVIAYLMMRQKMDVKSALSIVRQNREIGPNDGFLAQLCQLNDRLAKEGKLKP
Starred values were filed as active, the others as inactive; ? = inconclusive; / = no result given. Cut-off read from the data, not from the text of the source, unless noted: active = inhibition above about 30%; inconclusive = no clear call, values can overlap the other calls; inactive = below that. An excerpt. The share of hits here may be higher or lower than overall.

mol	BoNT F protease	MazEF act	SSB-PriA inh	Rv3671c protease	CCHFV vOTU inh	BoNT-A LC inh2	Anthrax LF inh2	SARS 3CLpro inh	PrPC TRFRET	VHR inh abs
O=C1C2C(c3ccccc3)(C(=O)N1c1ccc(Cl)cc1)C2(c1ccccc1)c1ccccc1 (centres undefined)	-4	3	-13	-10	-9	0.0	0	4	11	-8
CCC(=O)N1CCc2cc(S(=O)(=O)NC(C(=O)NC3CCCc4ccccc43)C(C)C)ccc21 (centres undefined)	-11	-7	-10	-4	6	-0.5	-4	-3	-3	37
O=C(CC(c1ccccc1)c1ccccc1)Nc1ccc2c(c1)OCCO2	-4	4	0	0	23	-2.2	2	-3	9	2
COc1cc(N2C(=O)C=CC2=O)ccc1N1C(=O)C=CC1=O	21	0	-9	/	-4	0.8	6	/	6	/
CC(C)(C)S(=O)N1Cc2cn(Cc3ccccc3)c(=O)cc2[C@@H]1CCO (some centres undefined)	0	1	4	/	-2	-0.3	0	/	-4	/
COc1cc(Cl)c(CN2CCCC(CO)(Cc3ccccc3)C2)cc1OC (centres undefined)	6	10	-11	6	4	0.0	6	-3	-2	18
CC12C(=O)N(c3ccc(C(=O)N4CCOCC4)cc3)C(=O)C1C1c3ccccc3C2c2ccccc21 (centres undefined)	/	/	/	-9	-8	/	/	1	2	0
COc1ccccc1NC(=O)COn1nnc2ccc(S(=O)(=O)N3CCOCC3)cc21	0	0	-10	0	3	-0.2	-7	2	11	23
Cc1c(Cl)cccc1NC(=O)CCN1CCCCCC1	-10	-2	4	-6	8	-2.0	19	-1	1	7
C/C(CC(=O)Nc1ccc(N(C)C)cc1)=N\NC(=O)c1ccccc1Cl	-8	2	/	/	2	-0.6	-9	/	4	/
CCc1nc2oc3ccccc3c(=O)c2cc1C(=O)OC	-9	3	6	/	4	0.5	4	-1	-4	7
CCc1nnc(SCC(=O)N2CCc3ccccc32)n1CC	4	2	14	-2	-3	1.6	-1	0	2	24
CCc1ccc2[nH]c(=O)c(-c3ccccc3)c(O)c2c1	?	4	-17	4	-9	3.5	6	0	-6	7
O=C(Nc1cccnc1)c1cc(-c2ccc(F)cc2)on1	0	-21	-4	4	0	-1.0	-4	4	3	13
OCCNCc1ccc(-c2ccccc2)cc1	-7	0	-10	-1	0	0.1	2	1	8	27
O=C(Cc1ccccc1F)N1CCN(CC(=O)N2CCCC2)CC1	-2	4	1	1	-18	-0.1	-1	/	1	/
CCC1CN(C(=O)N2CCC(C(=O)NCc3ccccc3C)CC2)c2ccccc2O1 (centres undefined)	-8	5	-1	0	-3	0.1	-4	-1	13	-7
Cc1nn(-c2ccccc2)c(C)c1/C=N/NC(=O)c1cc(-c2ccccc2)n[nH]1	-4	-4	/	-45	9	-0.1	-1	-14	16	23
CCC(C)(C)n1nnnc1C(c1ccc2ncccc2c1)N1CCCCCC1 (centres undefined)	-14	2	0	5	12	-1.1	-3	-1	-4	9
Cc1c2cnn(CC(=O)NCCN3CCOCC3)c(=O)c2c(C)n1Cc1ccccc1	10	2	-1	-4	2	0.7	-16	-1	1	29

Next part:
mol	BoNT F protease	MazEF act	SSB-PriA inh	Rv3671c protease	CCHFV vOTU inh	BoNT-A LC inh2	Anthrax LF inh2	SARS 3CLpro inh	PrPC TRFRET	VHR inh abs
O=C(Cn1cnc([N+](=O)[O-])c1)c1ccc(Cl)cc1	-7	3	3	-8	0	0.1	-8	/	-1	/
O=C(NC(=S)Nc1ccccc1N1CCOCC1)c1cccc([N+](=O)[O-])c1	5	7	6	-5	16	4.4	7	2	-6	-2
COc1ccc(C(=O)N2CCCCCCC2)cc1OC1CCN(C(C)C)CC1	-3	10	7	-3	-4	-0.7	-2	-1	-6	65
CCN(CC(=O)Nc1c(F)cccc1F)C(=O)Cc1ccc2c(c1)OCCO2	-6	7	-4	-9	3	-0.3	6	/	9	/
COc1ccc(C2C3=C(CCCC3=O)Nc3nc(SCc4ccccc4)nn32)cc1OC (centres undefined)	-3	-4	9	7	4	0.1	-12	1	8	-12
Cc1ccc(-c2nnn(CC(=O)Nc3ccc4nn(-c5ccccc5)nc4c3)n2)o1	2	6	2	-28	10	1.8	-1	1	0	35
Cc1cccc(NC(=O)C(C)Oc2ccccc2C)n1 (centres undefined)	0	6	-23	-6	-6	-0.1	2	2	6	2
O=C(O)C1[C@H]2C(=O)N(C3CCCC3)C[C@]23C=C[C@H]1O3 (some centres undefined)	0	1	-23	-5	7	0.2	-11	-1	-2	2
O=C(N=Nc1ccc(NOC(=O)c2ccccc2Br)cc1)c1ccccc1O	/	/	/	7	-12	/	/	2	4	44
COc1cccc(NC(=O)CSc2nc(O)c(C)c(=O)n2-c2ccc(C)cc2)c1	4	2	-2	2	4	2.0	-4	-2	-2	25
CC(C)(C)C(=O)N1CCN(c2ccnc3cc(Cl)ccc23)CC1	/	8	-10	6	11	/	/	1	-8	39
CC(C)(C)NC(=O)[C@@H]1CN(Cc2cccnc2)CCN1C[C@@H](O)C[C@@H](Cc1ccccc1)C(=O)N[C@H]1c2ccccc2C[C@H]1O	-12	12	-4	7	11	-1.7	-14	/	4	/
COc1ccc(NC(=O)C2CCCN(S(=O)(=O)c3c(C)[nH]c(=O)[nH]c3=O)C2)cc1 (centres undefined)	4	-5	-1	8	-9	1.9	2	-6	2	29
Nc1ccc(-c2nc(-c3ccccc3)nc3ccccc23)cc1	-34	0	-47	0	0	1.0	5	2	2	23
C[C@H](CO)N1C[C@H](C)[C@@H](CN(C)C(=O)NC2CCCCC2)Oc2ccc(NS(=O)(=O)c3cn(C)cn3)cc2C1=O	-1	2	-10	5	-4	-0.1	2	/	4	/
O=C(Nc1cccnc1)Nc1cc(Cl)cc(Cl)c1	0	-4	-16	-92	-7	-0.5	-2	12	4	18
O=C(NC1CC1)C(Cc1ccccc1)NS(=O)(=O)c1ccccc1F (centres undefined)	-17	11	-7	1	-1	-7.9	-2	2	-5	10
O=C(NCc1ccccc1)c1csc2c1CCCC2	-1	-1	-1	-3	-7	0.0	1	-2	-1	28
CCN1C(=O)/C(=C\c2cccc(OC(=O)c3ccco3)c2)SC1=S	3	0	-4	-10	4	-1.1	0	-4	2	7
O=C(O)c1cccc(NC(=O)c2ccccc2NC(=O)c2ccccc2F)c1	?	-17	-9	-1	7	2.4	7	3	4	21

A draw from above in order of length of the SMILES, smallest number first:
mol	BoNT F protease	MazEF act	SSB-PriA inh	Rv3671c protease	CCHFV vOTU inh	BoNT-A LC inh2	Anthrax LF inh2	SARS 3CLpro inh	PrPC TRFRET	VHR inh abs
CC(C)(C)C(=O)N1CCN(c2ccnc3cc(Cl)ccc23)CC1	/	8	-10	6	11	/	/	1	-8	39
CCN(CC(=O)Nc1c(F)cccc1F)C(=O)Cc1ccc2c(c1)OCCO2	-6	7	-4	-9	3	-0.3	6	/	9	/
O=C(O)C1[C@H]2C(=O)N(C3CCCC3)C[C@]23C=C[C@H]1O3 (some centres undefined)	0	1	-23	-5	7	0.2	-11	-1	-2	2

Two records picked at random from the list so far, as already listed:
mol	BoNT F protease	MazEF act	SSB-PriA inh	Rv3671c protease	CCHFV vOTU inh	BoNT-A LC inh2	Anthrax LF inh2	SARS 3CLpro inh	PrPC TRFRET	VHR inh abs
O=C(Nc1cccnc1)Nc1cc(Cl)cc(Cl)c1	0	-4	-16	-92	-7	-0.5	-2	12	4	18
O=C(O)c1cccc(NC(=O)c2ccccc2NC(=O)c2ccccc2F)c1	?	-17	-9	-1	7	2.4	7	3	4	21

The list goes on.
mol	BoNT F protease	MazEF act	SSB-PriA inh	Rv3671c protease	CCHFV vOTU inh	BoNT-A LC inh2	Anthrax LF inh2	SARS 3CLpro inh	PrPC TRFRET	VHR inh abs
NNC(=O)c1cc2ccccc2cc1NS(=O)(=O)c1ccccc1	-36	3	-5	-45	12	0.0	4	6	0	19
CCn1c(=O)cc(N2CCC3(CC2)OCCO3)[nH]c1=O	-12	6	-2	-2	-2	-0.2	-20	-7	-4	-6
COc1ccc(C2C3=C(CC(C)(C)CC3=O)Oc3ncn(CCCn4ccnc4)c(=N)c32)cc1 (centres undefined)	3	8	4	-3	8	-0.4	-4	-3	-2	25
O=C(Nc1nnc(-c2ccc(F)cc2)o1)c1cc(Cl)sc1Cl	-8	-6	1	-9	-8	0.3	2	1	-1	6
CC(C)C(=O)NC(Nc1cccc2cccnc12)C(Cl)(Cl)Cl (centres undefined)	-2	-7	2	-9	-8	0.6	-1	2	9	28
CN(C)CCNC(=O)C1CCN(S(=O)(=O)c2ccc3ccccc3c2)CC1	-15	4	-4	-12	-5	-1.7	-6	-5	1	24
O=C(c1ccccc1Nc1ccc(SC(F)F)cc1)N1CCCCCC1	-9	-5	-4	0	9	1.7	-2	5	5	29
COc1cc(CCC(=O)Nc2cc(Cl)ccc2N2CCN(C)CC2)cc(OC)c1OC	-58	11	8	1	-14	1.3	-12	0	-8	-2
CCOc1ccnc(OCC)c1Br	-2	-5	0	2	-10	0.1	0	4	-1	-2
c1ccc(C(c2ccccc2)c2cccnc2)cc1	-5	2	-18	/	1	-0.1	-4	/	-1	/
CC(Sc1nc2cc(Cl)ccc2s1)C(=O)Nc1ccc2c(c1)OCO2 (centres undefined)	-3	3	-4	4	7	3.1	1	9	11	24
C[C@@]12CCC3[C@@](CCC4[C@@]3(C)CCC[C@@]4(C)C(=O)Nc3ccc(Cl)cc3)(CC1=O)C2 (some centres undefined)	-8	-5	-4	-15	4	0.2	-3	/	2	/
Cc1ccc(S(=O)(=O)N2CCCCC2)cc1NC(=O)COC(=O)C1CC1	2	1	/	/	-22	0.3	0	/	0	/
O=C(COc1ccc2c3c(c(=O)oc2c1)CCC3)NCc1ccccn1	6	7	-20	-2	-2	8.2	8	0	-9	32
CC(C)N(C)C1=CC(=O)C(N(C)C(C)C)=CC1=O	-6	-25	-6	/	44*	0.3	-14	/	-18	/
O=c1ccc(-c2ccc(S(=O)(=O)N3CCCCC3)o2)n[nH]1	-3	10	-6	2	8	-1.7	-2	-7	-8	3
O=C1OC(N2CCN(C/C=C/c3ccccc3)CC2)c2ccccc21 (centres undefined)	-17	4	-15	2	10	-0.1	0	2	-5	25
COc1cc(C(=O)OCC(=O)NCCC2=CCCCC2)cc(OC)c1OC	-8	2	-4	/	-4	-2.1	-1	/	1	/
CCCCN(CCCC)C(=O)c1cn(CC)c2cc(N3CCN(C)CC3)c(F)cc2c1=O	-4	0	-2	8	-15	-1.8	-1	1	-1	24
CCOC(=O)C1CCN(C(=O)c2ccc(OCC(=O)Nc3cccc(C(F)(F)F)c3)cc2)CC1	-8	-3	3	0	1	-0.3	0	3	7	20

(further entries)
mol	BoNT F protease	MazEF act	SSB-PriA inh	Rv3671c protease	CCHFV vOTU inh	BoNT-A LC inh2	Anthrax LF inh2	SARS 3CLpro inh	PrPC TRFRET	VHR inh abs
CC(C(=O)NCC1(c2ccccc2)CCCC1)N1CCCC1 (centres undefined)	-3	12	3	-4	-3	-0.1	-7	4	-4	-11
Cn1c(=O)c2c(nc(CN3CCN(Cc4ccccc4)CC3)n2Cc2cccc(Cl)c2)n(C)c1=O	-3	12	-11	-11	-3	0.4	-6	1	0	-2
O=C(O)c1ccc(Sc2nnc3ccccn23)c([N+](=O)[O-])c1	9	10	-15	-5	-12	-0.3	-3	1	-20	1
COc1ccc(CN2CC[C@@H]3CN(C(C)=O)[C@H](c4ccccc4Br)C[C@@H]32)cc1	2	/	/	/	15	0.4	4	/	6	/
COc1ccc(CCNC(=O)c2ccc(CNS(=O)(=O)c3ccccc3)cc2)cc1OC	-8	-2	-9	-4	4	0.5	2	2	3	4
COCCNC(=O)c1onc(CSc2ccc(F)c(F)c2)c1C(=O)O	1	2	-5	5	-4	0.0	1	-3	-3	-4
CCN(CC)c1ccc(/C=C2\C(=O)c3ccc(C(=O)O)cc3C2=O)cc1	64*	52*	0	-23	6	14	37*	-5	-7	-8
O=C1OC(N2CCN(c3ccccn3)CC2)c2ccccc21 (centres undefined)	18	4	-10	-7	16	0.3	-2	-2	2	-11
COc1ccccc1NC(=O)c1nc[nH]c1C(=O)Nc1ccccc1OC	-2	7	1	-14	4	-0.2	0	-3	2	34
